# TRAIL sens C8 = viability loss with TRAIL in NB7+C8 cells, primary screen, TRAIL sensitizer project, cell-based, ATPlite luminescence | inhibition (viability loss, TRAIL sensitization), % at 10 µM | hit rate 1% among 360,000 | AID 624354, 2012;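 active = compounds causing at least 50% loss of cell viability in the single-dose screen, relative to plate controls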
# LRH-1 inv ag = LRH-1 (NR5A2) inverse agonists, primary screen, cell-based, luminescence, HEK293T, StAR-luciferase reporter | hit rate 0.13% among 360,000 | LRH-1 transfected, 24 h | Nuclear receptor subfamily 5 group A member 2 (Homo sapiens), O00482 | inhibition, % at 3.6 µM;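 active = inhibition above the mean inhibition of all tested compounds plus 3 SD, cut at about 73% in these data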;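 also: 0% = DMSO wells and 100% = reporter-only cells lacking LRH-1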
# TWEAK-Fn14 inh = inhibitors of TWEAK-Fn14 signaling, primary screen, luciferase reporter cells, uHTS | inhibition, % at 10 µM | hit rate 2% among 360,000 | TWEAK-stimulated Fn14 reporter cells, luciferase luminescence, 8 h; in the data active = inhibition above about 50%
# SRC1 inh = SRC1 coactivator transcriptional activity inhibitors, primary screen, cell-based, luminescence. Nuclear receptor coactivator 1 (Homo sapiens), Q15788. HEK293 GAL4-SRC1 luciferase reporter. inhibition, % at 3.6 µM. hit rate 0.12% among 360,000. AID 588354, 2011;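 active = inhibition above the campaign mean plus 3 SD, with each screening campaign given its own cutoff, cut at about 60% in these data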;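 also: 0% = DMSO treated cells and 100% = gossypol at 36 µM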
# NCOA3 inh = SRC3 coactivator transcriptional activity inhibitors, primary screen, cell-based, luminescence. hit rate 0.17% among 360,000. HEK293 GAL4-SRC3 luciferase reporter. Nuclear receptor coactivator 3 (Homo sapiens), Q9Y6Q9. inhibition, % at 3.6 µM. AID 588352, 2011;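 active = inhibition above a per-campaign cutoff, the mean of all compounds plus 3 SD, cut at about 60% in these data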;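 also: 0% = DMSO-treated cells and 100% = gossypol-treated cells at 36 µM; higher means less SRC3-driven luciferase light from the GAL4 reporter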
# NCOA2 inhibitor = inhibition of GAL4-SRC2 driven luciferase reporter, primary screen, SRC2 inhibitor project, cell-based, luminescence. hit rate 0.17% among 370,000. HEK293 GAL4-SRC2 luciferase reporter. AID 651957, 2012. inhibition, % at 9 µM. Nuclear receptor coactivator 2 (Homo sapiens), Q15596;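 active = inhibition above the mean inhibition of all tested compounds plus 3 SD, set per campaign, cut at about 52% in these data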;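 also: 0% = DMSO treated cells and 100% = cells given Gossypol at 36 µM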
# TROY NFkB inh = inhibitors of TROY-driven NF-kB signaling, primary screen, Q293 LMP1-TROYcd cells, NF-kB luciferase, uHTS; Q293 LMP1-TROYcd NF-kB luciferase reporter, 4 h; inhibition, % at 10 µM; hit rate 0.98% among 360,000; AID 1347056, 2019;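 active = compounds whose plate-normalised and pattern-corrected inhibition of the luciferase reporter signal at the single screening dose is 50% or more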
# NR2F2 inh = NR2F2 transcriptional activity inhibitors, primary screen, cell-based, luciferase reporter, HEK293T, luminescence | COUP transcription factor 2 (Homo sapiens), P24468 | inhibition, % at 8.6 µM | hit rate 0.7% among 370,000 | HEK293T NGFI-A luciferase reporter;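 active = inhibition above a per-plate cutoff, mean inhibition of test wells between control levels plus 3 SD, cut at about 38% in these data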;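 also: cells cotransfected with COUP-TFII expression vector driving the NGFI-A reporter; 0% = median of COUP-TF2 test wells and 100% = reporter-only cells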
# NOD2-RIPK2 inh = NOD2-RIPK2 binding disruptors in cells, primary screen, fluorescence, CHO cells, BLA complementation. CCF4 ratio. inhibition, % at 4.98 µM. hit rate 0.38% among 360,000; in the data active = inhibition above about 21%;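 also: 0% = vehicle only and 100% = reference blocker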
# TLR9-MyD88 inh = inhibitors of TLR9-MyD88 association in cells, primary screen, cell-based, CHO, BLA complementation, fluorescence; CCF4 FRET ratio; inhibition, % at 4.98 µM; hit rate 0.21% among 340,000;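 active = inhibition above the mean over all tested compounds plus 3 SD, cut at about 21% in these data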;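 also: 0% = DMSO only wells and 100% = clavulanate BLA inhibitor control wells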
# LMP1 NFkB inh = EBV LMP1-driven NF-kappaB luciferase reporter inhibitors, primary screen, cell-based, luminescence, single point. LMP1-induced NF-kappaB luciferase reporter cells. inhibition, % at 12.5 µM. hit rate 0.69% among 350,000. AID 504558, 2011; in the data active = inhibition above about 41%;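 also: 0% = neutral control wells and 100% = reference inhibitor control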
# An asterisk follows results filed as active; . = no result given.
Structure	LMP1 NFkB inh	TROY NFkB inh	TWEAK-Fn14 inh	LRH-1 inv ag	TRAIL sens C8	TLR9-MyD88 inh	NCOA2 inhibitor	NR2F2 inh	NCOA3 inh	NOD2-RIPK2 inh	SRC1 inh
O=S(=O)(NC1CCCC1)c1cccc(S(=O)(=O)N2CCC(n3nnc4ccccc43)CC2)c1	1.8	28.0	13.3	-1.1	-5.7	-5.3	1.1	-3.7	18.4	-1.8	14.8
O=C1OCc2cccc([N+](=O)[O-])c21	-1.3	10.4	11.3	5.9	-0.4	-4.4	1.2	-0.4	3.6	-10.2	-1.0
CN(C)C(CNc1ccc(S(C)(=O)=O)cc1[N+](=O)[O-])c1ccccc1 (stereo unspecified)	-7.3	1.7	-2.5	-1.3	-0.4	-11.9	8.6	-1.2	-3.1	-4.2	2.4
COc1ccc(NC(=O)Cn2nnc(C(=O)NCCc3ccc(OC)c(OC)c3)c2N)c(OC)c1	5.1	9.8	-19.9	3.1	-4.5	11.2	10.2	2.6	5.8	-1.8	12.3
O=C(COc1cc(=O)n2c(n1)SCCC2)c1ccccc1	-3.4	-30.7	-2.7	-8.5	-3.5	7.2	-14.7	-5.3	6.3	-13.2	-17.3
O=c1ccc2cc([N+](=O)[O-])c(CCO)cc2o1	-2.4	-9.0	-6.5	8.7	-14.8	-0.3	15.4	6.1	-5.5	4.1	-22.1
CCCc1cc(=O)oc2c(C)c(OCC(=O)Nc3ccc(CN4CCOCC4)cc3)ccc12	5.6	17.1	-16.0	31.7	2.6	5.9	-13.4	-2.0	-14.1	-2.0	7.5
COC(=O)CNC(=O)C(NC(=O)OCc1ccccc1)C(C)C (stereo unspecified)	4.2	1.4	7.3	-10.8	1.4	-1.2	4.4	-19.8	12.0	-9.9	-13.7
Nc1nc(NC(=O)c2ccc(Cl)cc2)nn1-c1ccccc1	-0.5	-9.3	0.9	-33.5	9.4	-2.9	-23.6	-14.4	-9.6	-8.9	-28.4
COC(=O)[C@@]12C[C@@H](CC(=O)NCCCN3CCCC3=O)C(=O)N(Cc3ccco3)C1=CCC(C)(C)C2	.	.	.	5.2	-2.1	.	0.5	-8.7	.	-3.0	.
C[C@H](CO)N1C[C@H](C)[C@@H](CN(C)Cc2ccc(C(=O)O)cc2)Oc2c(NS(=O)(=O)c3cccs3)cccc2C1=O	-0.8	-1.3	2.1	-8.5	3.9	-9.0	5.8	-2.2	-4.1	4.0	-0.9
COc1ccc(CCN=C(N)NS(=O)(=O)c2ccccc2)cc1	6.7	-4.0	0.9	0.1	4.6	5.9	-3.4	6.8	0.2	-10.4	3.9
COc1ccc(NC(=O)C(C)Sc2nnc3c4c(nc(-c5ccc(OC)cc5)n23)CC(C)(C)OC4)cc1 (stereo unspecified)	-3.6	-1.8	19.8	-1.5	-10.6	-0.4	9.9	12.4	19.9	4.4	-0.6
COc1ccc(N2CCN(C(=O)CCCN3C(=O)c4cccc5cccc(c45)C3=O)CC2)cc1	-18.7	10.3	28.7	-34.4	2.1	-0.3	-6.1	10.5	-10.0	3.4	-12.0
O=C(Cn1ncc2c(=O)oc3ccccc3c21)N1CCN(C(=O)c2ccco2)CC1	-14.9	3.2	-4.9	2.3	-5.8	-1.3	-3.1	-4.5	0.9	-1.8	-0.6
CNC(=O)C(=O)NCC1OCCCN1S(=O)(=O)c1cccs1 (stereo unspecified)	-0.8	-11.2	0.1	2.3	-4.4	-10.2	5.4	11.6	18.0	-10.7	6.0
Fc1cccc(F)c1C(Nc1nncs1)Nc1nncs1	.	-9.5	-2.0	12.3	-9.2	.	-15.9	3.7	.	-4.4	.
COc1ccc(Nc2ncnc3c2cnn3Cc2ccc(C)cc2)cc1	0.1	25.3	21.7	17.4	-6.2	5.2	-6.3	-6.7	10.8	-0.5	-11.2
O=[N+]([O-])c1ccc2c(c1)OCCOCCOCCOCCOCCOCCO2	-2.9	-7.0	8.9	8.0	-5.0	6.1	-1.7	-7.0	3.1	-0.6	0.5
O=C(O)C1Nc2c(O)cc(Cl)c([N+](=O)[O-])c2C2C=CCC12 (stereo unspecified)	-0.2	9.8	49.2	-18.1	1.9	-9.5	21.0	9.2	5.5	-0.8	6.6
Cc1ccsc1/C=N/Nc1nc(Cl)c(Cl)cc1Cl	-16.1	-42.7	-13.5	-59.9	-5.5	8.0	-43.5	-27.1	-72.6	-18.1	-111.8
CN(C(=O)c1cccc(NC(=O)Cc2cccc(NC(=O)C3CCCN(C(=O)C4CCC4)C3)c2)c1)C1CC1 (stereo unspecified)	-9.8	-15.5	7.3	0.9	-10.8	-6.6	19.4	7.8	-1.3	16.5	-47.3
C=CCN1C(=O)c2ccccc2Sc2ccc(C(=O)NCCC)cc21	-6.1	-17.0	17.6	-9.6	-5.4	-4.4	11.8	10.2	13.7	1.0	9.9
COCC(=O)OCC(=O)Nc1cc(C)c(C)cc1[N+](=O)[O-]	-4.2	-11.8	2.7	15.2	0.2	-1.9	8.4	0.7	-13.1	-11.4	-18.6
Cc1cc(C)nc(N2CCC(C(=O)NCC3CCCCC3)CC2)n1	-2.7	-2.2	4.1	-3.8	-0.5	-9.6	.	.	-15.1	-11.1	0.2
CCOC(=O)C(=O)Nc1cc(C)nn1-c1nc2ccccc2[nH]1	-1.3	-13.8	13.3	-6.3	-9.3	5.5	-12.7	-2.9	1.1	-3.5	-34.8
O=C(O)c1ccccc1-c1ccc(/C=c2\sc3nc4cc(Br)cnc4n3c2=O)o1	-9.5	19.4	75.4*	-0.8	-3.4	1.6	.	.	-3.4	-2.8	-21.1
C[C@@H]1CN([C@H](C)CO)C(=O)CCCn2nncc2CO[C@H]1CN(C)C(=O)c1cc(-c2ccccc2)on1	0.8	-0.6	-30.8	-7.6	2.7	-2.9	4.9	6.3	-2.0	-6.5	8.5
COc1ccc(CCNC(=O)c2ccccc2NS(=O)(=O)c2c(F)cccc2F)cc1	-5.1	-12.0	3.4	-3.4	-4.4	-3.9	-12.9	-15.0	-5.0	3.9	14.4
CCO[C@H]1OC(C(=O)N2CCOCC2)=C[C@@H](c2coc3ccccc3c2=O)[C@@H]1CCCO	0.2	-7.8	-12.7	12.5	-11.2	-0.8	4.5	-23.2	-1.3	-17.9	4.0
COc1ccc(C(CNC(=O)c2cc3ccccc3cc2O)N2CCOCC2)cc1 (stereo unspecified)	-0.9	12.1	-1.4	-14.1	-16.1	-4.2	10.7	9.2	0.7	-0.2	8.4
CCOC(CNC(=O)c1[nH]c(C(F)(F)F)nc1-c1ccccc1)OCC	.	12.3	13.6	5.6	6.2	.	-2.0	7.7	-3.2	-7.8	7.3
Cc1ccc(C(=O)COC(=O)c2cn(-c3ccccc3)nc2-c2ccccc2)cc1[N+](=O)[O-]	5.7	7.6	13.4	12.5	4.8	7.9	-5.2	13.4	0.0	-9.2	-12.7
CC(C(=O)Nc1cccc([N+](=O)[O-])c1)n1nnc2ccccc21 (stereo unspecified)	-13.4	-30.4	-1.6	-10.9	2.0	-9.3	8.9	11.2	-4.2	1.9	-6.1
O=C(c1ccccc1F)N1CCOCC1	-6.1	-0.4	15.3	1.9	-7.4	2.0	-29.9	8.2	5.3	2.9	-18.0
CC(=O)c1cccc(NS(=O)(=O)c2cc(-c3cnc(C4CC4)o3)ccc2C)c1	-4.5	17.9	18.1	-6.5	33.8	3.2	-8.2	-6.5	10.0	4.4	-5.5
CNc1cnc(-c2ccc(C(=O)N3CCOCC3)cc2)cn1	.	-17.3	-10.8	-22.2	-5.3	.	-74.7	-7.9	-30.1	3.9	-23.5
CCOC(=O)C1=C(C)NC(=S)NC1/C=C/c1ccccc1 (stereo unspecified)	13.5	5.7	22.4	18.9	-4.5	3.4	-8.9	9.7	3.6	-5.6	1.7
CC(NC(=O)c1ccc(F)cc1)c1ccccc1 (stereo unspecified)	-2.8	-2.4	16.6	6.7	-3.0	1.0	-13.0	-4.3	4.9	-4.2	11.3
COc1ccc(OC)c(NC(=O)Nc2cc(C(=O)O)ccc2C)c1	-0.6	2.8	-4.9	10.9	-2.9	-7.1	-20.7	-13.5	-3.4	-1.1	-7.0

# Pulled one by one from the list above (2):
Structure	LMP1 NFkB inh	TROY NFkB inh	TWEAK-Fn14 inh	LRH-1 inv ag	TRAIL sens C8	TLR9-MyD88 inh	NCOA2 inhibitor	NR2F2 inh	NCOA3 inh	NOD2-RIPK2 inh	SRC1 inh
COc1ccc(CCNC(=O)c2ccccc2NS(=O)(=O)c2c(F)cccc2F)cc1	-5.1	-12.0	3.4	-3.4	-4.4	-3.9	-12.9	-15.0	-5.0	3.9	14.4
O=C(c1ccccc1F)N1CCOCC1	-6.1	-0.4	15.3	1.9	-7.4	2.0	-29.9	8.2	5.3	2.9	-18.0

# Continued.
Structure	LMP1 NFkB inh	TROY NFkB inh	TWEAK-Fn14 inh	LRH-1 inv ag	TRAIL sens C8	TLR9-MyD88 inh	NCOA2 inhibitor	NR2F2 inh	NCOA3 inh	NOD2-RIPK2 inh	SRC1 inh
C=CCOc1cccc(C(=O)N2CCCC(Nc3ccc4c(c3)OCCO4)C2)c1 (stereo unspecified)	0.0	6.0	15.4	3.0	-3.2	-4.9	-4.7	-4.3	-5.7	-11.1	-20.6
Cc1cccc(OCC(=O)N(Cc2ccc(N(C)C)cc2)C2CCS(=O)(=O)C2)c1 (stereo unspecified)	0.8	-8.9	-18.5	15.6	-6.3	-9.5	2.9	-1.7	4.6	4.8	-5.2
COCCCNC(=O)c1c(N)n(-c2ccc3c(c2)OCO3)c2nc3ccccc3nc12	-8.0	-44.6	29.8	2.6	3.1	-3.3	-4.5	-3.0	12.9	3.0	-2.5
O=C(C1=NOC2(C1)C(=O)N(Cc1ccccc1)c1ccccc12)N1CCOCC1 (stereo unspecified)	.	-0.8	-3.0	-5.7	-15.3	.	25.1	-3.2	.	12.4	.
Cc1cc(C)c(C(O)c2ncc(-c3cccc(F)c3)[nH]2)c(C)c1 (stereo unspecified)	.	7.3	-24.8	-29.4	-18.3	.	-25.8	-3.0	-23.4	-12.6	11.7
CC1(c2ccccc2)NC(=O)N(CC(=O)NCCC2=CCCCC2)C1=O (stereo unspecified)	-11.3	56.5*	2.5	11.1	-4.7	0.9	-22.8	17.7	19.2	11.6	-3.3
Cc1cccc(OC(C)C(=O)Nc2ccccc2C(=O)N2CCCCC2)c1 (stereo unspecified)	10.9	12.3	3.4	19.0	-12.3	-5.5	22.2	17.1	7.3	3.0	13.4
c1ccc(C[C@H]2CN=C(Nc3ccccc3)N2CCCC2CCCCC2)cc1	7.4	14.6	0.2	16.7	20.0	-5.3	-8.5	-21.7	8.2	1.0	0.4

# From PubChem

# Some of the compounds tested; the hit share may differ from the screen's.
